POLK inh = DNA polymerase kappa (human) inhibition | purified Pol kappa, fluorescent DNA synthesis assay, 10 min | AID 588579 | actives 0.53% (n = 400,000) | Potency, µM (highest dose often 107 µM), for inactives: top-dose activity, negative = inhibition, hits mostly inhibitors | Q9UBT6; further: potency means the concentration at half of the fitted maximal effect; on the % scale 0 is the no-effect control and ±100 the full control effect
Target sequence (Q9UBT6 whole entry, looked up): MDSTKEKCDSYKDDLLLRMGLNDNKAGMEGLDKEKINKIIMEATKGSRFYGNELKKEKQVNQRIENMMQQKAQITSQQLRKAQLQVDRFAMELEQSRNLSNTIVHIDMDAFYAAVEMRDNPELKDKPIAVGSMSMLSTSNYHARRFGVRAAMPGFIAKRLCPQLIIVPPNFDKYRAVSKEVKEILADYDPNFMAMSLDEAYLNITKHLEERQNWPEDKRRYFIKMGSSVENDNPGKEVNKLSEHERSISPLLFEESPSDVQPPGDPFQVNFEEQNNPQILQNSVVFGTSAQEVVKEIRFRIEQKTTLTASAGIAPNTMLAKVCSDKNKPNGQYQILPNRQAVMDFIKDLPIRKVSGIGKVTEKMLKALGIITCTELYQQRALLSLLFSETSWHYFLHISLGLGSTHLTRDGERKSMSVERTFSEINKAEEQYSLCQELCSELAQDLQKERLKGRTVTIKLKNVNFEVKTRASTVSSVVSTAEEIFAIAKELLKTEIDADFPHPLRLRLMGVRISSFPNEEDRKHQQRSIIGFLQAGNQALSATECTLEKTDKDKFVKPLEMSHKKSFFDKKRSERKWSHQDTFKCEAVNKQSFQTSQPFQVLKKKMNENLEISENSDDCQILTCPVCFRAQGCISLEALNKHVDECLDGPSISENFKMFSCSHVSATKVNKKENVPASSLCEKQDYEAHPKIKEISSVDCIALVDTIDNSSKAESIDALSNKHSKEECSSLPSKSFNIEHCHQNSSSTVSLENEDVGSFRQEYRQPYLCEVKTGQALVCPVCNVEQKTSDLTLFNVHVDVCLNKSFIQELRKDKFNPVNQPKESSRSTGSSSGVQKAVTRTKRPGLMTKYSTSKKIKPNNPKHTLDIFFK
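Here, compound and 10 nM enzyme are combined for 15 min at room temperature; adding 50 nM substrate (final) starts DNA synthesis, tracked by fluorescence at 0 and 10 min against buffer-only wells.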
Apoferritin bind = candidate novel general anesthetic via apoferritin binding; P02791; apoferritin/1-aminoanthracene competitive binding, fluorescence; AID 485281; Potency, µM (doses to about 77.5 µM), for the others: top-dose activity change, negative = displacement, hits mostly inhibitors; actives 0.074% (n = 350,000); further: potency means the concentration at half of the fitted maximal effect; on the % scale 0 is the no-effect control and ±100 the full control effect; nearly all actives have a fitted effect of over 20% in size
Target sequence (P02791 2-175 limits assumed): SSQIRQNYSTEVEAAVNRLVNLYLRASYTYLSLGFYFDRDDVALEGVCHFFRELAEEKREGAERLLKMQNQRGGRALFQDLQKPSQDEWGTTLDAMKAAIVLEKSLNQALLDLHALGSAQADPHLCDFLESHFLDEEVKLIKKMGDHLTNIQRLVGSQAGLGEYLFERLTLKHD
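Horse-spleen apoferritin (10 uM) in 50% saturated 1-aminoanthracene in PBS was incubated 10 min at room temperature with compound. Fluorescence (ex 380, em 535 nm) was normalized to free and bound 1-AMA, with concentration-response fitted by a four-parameter Hill equation.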
TRHR agonist = activates the human TRH receptor; actives 0.18% (n = 360,000); activation, % at 2 µM; AID 493084; TRHR cells, calcium flux fluo-8, FDSS agonist mode; in the data active means activation above about 30%; further: 0% is about no effect
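Read-out: compound-evoked intracellular calcium rise in TRHR cells, fluo-8 dye, kinetic FDSS fluorescence at 1 s/cycle following a 10-cycle baseline. Cells cultured overnight before dye loading (30 min–1.5 h, RT).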
APEX1 inh = APE1 (human) endonuclease inhibition | recombinant APE1, TAMRA/BHQ-2 abasic DNA cleavage fluorescence | Potency, µM (doses to about 65.8 µM), without a hit: at the highest dose activity change, negative = inhibition, most hits filed as inhibitors | actives 0.35% (n = 350,000);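 further: potency means the concentration at half of the fitted maximal effect; plate controls were vehicle for no effect and reference inhibitor for full effect; nearly all actives have a fitted effect of over 55% in size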
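Measures dequenching upon AP-site incision of a 5'-TAMRA/3'-BHQ-2 THF-containing duplex, 50 nM; human APE1 0.75 nM after 15 min room-temperature exposure to compound; kinetic three-point read at one-minute spacing.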
ALOX12 inh = inhibitors of human 12S-lipoxygenase ALOX12; actives 1.1% (n = 580,000); AID 1671190; purified 12hLO, xylenol orange hydroperoxide absorbance; Potency, µM (titrated, usually from 108 µM), for the others: top-dose activity change, negative = inhibition, hits mostly inhibitors; further: potency means the concentration at half of the fitted maximal effect; on the % scale 0 is the no-effect control and ±100 the full control effect
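Purified human 12hLO at 150 nM in 25 mM Hepes, 0.01% Triton X-100, pH 7.0, preincubated 15 min at room temperature with compound. Reaction started with 40 uM arachidonic acid, 30 min at room temperature. Hydroperoxide measured by Fe-xylenol orange, 573/405 nm absorbance ratio.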
BLM helicase inh = blocks DNA unwinding by human BLM helicase; P54132; recombinant BLM DNA unwinding, fluorescence dequenching; Potency, µM (doses to about 56.1 µM), without a hit: at the highest dose activity change, negative = inhibition, most hits filed as inhibitors; actives 0.2% (n = 350,000); AID 2528;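 further: potency means the concentration at half of the fitted maximal effect; plate controls were vehicle for no effect and no enzyme for full effect; nearly all actives have a fitted effect of over 35% in size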
POLB inh = DNA polymerase beta (human) inhibition; AID 485314; actives 1.3% (n = 340,000); Pol beta primer extension/strand displacement, fluorescence kinetic; Potency, µM (highest dose often 114 µM), for the others: at the top dose activity change, negative = inhibition, usual class: inhibitors; further: potency means the concentration at half of the fitted maximal effect; on the % scale 0 is the no-effect control and ±100 the full control effect
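Homogeneous kinetic assay of primer extension and strand displacement by 10 nM Pol beta, preincubated 15 min at room temperature with compound before 50 nM substrate (final) was added. Read at 0 and 10 min; four-parameter Hill fit.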
Pol iota inh = blocks human DNA polymerase iota activity | Q9UNA4 | Pol iota fluorescent replication assay, 10 min | Potency, µM (doses to about 115 µM), inactives show top-dose activity, negative = inhibition, usual class: inhibitors | actives 1% (n = 390,000) | AID 588590; further: potency means the concentration at half of the fitted maximal effect
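Pol iota at 10 nM preincubated 15 min with compounds at room temperature; reaction started with fluorescent substrate, 50 nM final. Fluorescence read kinetically at 0 and 10 min; buffer-only wells as negative control.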
ERG-DNA inh = blocks human ERG Ets domain binding to DNA; P11308; fluorescence polarization, His-ERG Ets domain / labelled DNA; Potency, µM (highest dose often 76.9 µM), for the others: top-dose FP activity, negative = inhibition, actives largely listed as inhibitors; actives 0.028% (n = 370,000); active means well fitted inhibition curve with a large enough effect in the polarisation, with a control signal flat; inconclusive means small, poorly fitted or top-dose-only effect, or effect the other way, or a change in a side signal; inactive means no such curve, though single readings can be large or run the other way; the % refers to the polarisation;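 further: polarization taken with two DNA probes labelled with fluorescein and Texas red; potency means the concentration at half of the fitted maximal effect; % of control where 0% means no effect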
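His-tagged ERG Ets domain (1 uM in the protein solution; 300mM KCl, 50mM Tris-HCl, 1mM EDTA, 1mM DTT, pH 7.5) received compound, then a probe mix of 5 nM fluorescein-DNA and 100nM Texas-615-DNA. Fluorescence polarization was read for both dyes.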
* = called active by the depositor; ? = inconclusive; / = not tested or not shown; & = joins results of further samples; [ ] = another dose, or the depositor's remark. Unless noted, the call rests on the fitted dose curve; in most records, active means well fitted curve in the direction sought with a large enough effect; inconclusive means small, poorly fitted or top-dose-only effect, or another doubt; inactive means no such curve, though single readings can be large; an effect the other way counts as inactive or inconclusive. Not all compounds are listed; rates above refer to the full screens.

SMILES	POLK inh	Apoferritin bind	TRHR agonist	APEX1 inh	ALOX12 inh	BLM helicase inh	POLB inh	Pol iota inh	ERG-DNA inh
Nc1nnc(SCC(=O)Nc2ccc(F)c(Cl)c2)n1-c1ccccc1	-8.2%	-1.8%	0.3	-7.7%	-9.9%	-2.3%	-1.3%	0.1%	-6.7%
CNC(=O)c1cnc(-c2ccccc2)nc1-c1ccccc1	-8.0%	-1.2%	1.1	-10.1%	-5.4%	-4.6%	52.4%	163.1%[activator]	15.1%
O=c1oc2ccccc2cc1-c1ccccc1	2.6%	-18.8%	-1.4	0.1%	2.4%	-1.7%	24.6%	0.9%	0.1%
CCOC(=O)N1CCN(C(=O)Cn2nc(C)c3sc4ccccc4c3c2=O)CC1	-29.9%	-11.6%	-0.5	0.8%	475.2%[activator]	3.4%	29.3%	-1.1%	-3.6%
Clc1ccc(C(c2ccccc2)N2CCN(c3ccccn3)CC2)cc1 (stereo not given)	-13.6%	-7.3%	-1.1	3.5%	-6.0%	-3.9%	5.3%	11.1%	0.0%
COC(=O)c1scc(-c2ccc(C)cc2)c1S(=O)(=O)N1CCN(c2ccc(C(C)=O)cc2)CC1	17.0%	-20.1%	0.6	/	-27.2%	-2.1%	-4.2%	11.5%	-0.6%
O=C1c2ccccc2C(=O)N1OCc1ccccc1	-6.2%	-9.6%	-0.1	10.1%	-5.8%	1.0%	-6.7%	11.7%	-2.9%
Cc1cccc2c1cnn2C(=O)CCC(=O)NCc1ccc(F)cc1	-2.6%	-20.9%	0.0	6.1%	416.1%[activator]	-0.3%	3.7%	24.2%	12.1%
COc1ccccc1NC(=O)C1CCN(C(=O)c2ccco2)CC1	11.0%	-9.6%	0.3	14.5%	-2.5%	-2.7%	105.2%	40.2%[activator]	-5.4%
COC(CNC(=O)C1CCCN(S(=O)(=O)c2ccc3c(c2)oc(=O)n3C)C1)OC (stereo not given)	-7.4%	-3.9%	0.9	-5.6%	?	0.0%	-4.7%	4.2%	0.2%
CC1CCC(NC(=O)c2ccc3c(c2)OCO3)CC1 (stereo not given)	-6.1%	-4.2%	-0.4	32.4%	123.8%	-0.9%	6.8%	71.9%[activator]	2.2%
CCc1ccc2nc(NC(=O)c3ccc(N4C(=O)CCC4=O)cc3)sc2c1	-14.4%	-2.4%	-0.3	-5.5%	0.8%	-4.5%	27.2%	7.3%	1.2%
CCc1cccc(CC)c1NC(=O)CCCSc1nc2ccccc2s1	-10.5%	-1.0%	0.1	-0.1%	-23.9%	5.5%	22.4%[57.1 µM]	-0.1%	-1.2%
COc1ccc(-c2ccc(=O)n(CC(=O)NC3CCc4ccccc43)n2)cc1OC (stereo not given)	6.1%	?	-0.5	2.0%	-11.3%	3.1%	2.1%	51.5%[activator]	2.1%
Cc1cc(SCC(=O)c2ccccc2)nc(SCC(=O)c2ccccc2)n1	-12.1%	?	0.9	-15.4%	-4.4%	-1.0%	6.7%	10.7%	1.5%
COC(=O)[C@H](C)NC(=O)NC1CCCc2ccccc21 (stereo not given in full)	3.1%	-6.8%	0.7	-1.7%	0.7%	2.8%	6.9%	?	5.6%
O=C(NCC(=O)N1CCN(S(=O)(=O)c2c(F)cccc2F)CC1)c1ccccc1F	-12.6%	/	-0.3	16.1%	-19.9%	/	/	29.1%	0.6%
CC1CN(C(=O)c2ccccc2C(=O)c2ncc[nH]2)CC(C)O1 (stereo not given)	-10.5%[60.1 µM]	-6.1%	-0.6	14.9%	-1.6%	-2.2%	49.4%	12.5%	/
Nc1nc2n(n1)C(c1ccco1)CC(c1ccc(Cl)cc1)N2 (stereo not given)	-5.1%	-7.9%	0.0	2.1%	2.4%	1.8%	-0.4%	15.1%	6.4%
CCCOC(=O)c1ccc(NC(=O)c2cccc(S(=O)(=O)N3CCN(C(C)=O)CC3)c2)cc1	-14.2%	-5.8%	0.5	11.3%	?	-6.4%	-8.5%	99.5%[activator]	6.7%

In the list so far, these contain an aryl thioether with sulfur outside any ring.
SMILES	POLK inh	Apoferritin bind	TRHR agonist	APEX1 inh	ALOX12 inh	BLM helicase inh	POLB inh	Pol iota inh	ERG-DNA inh
Nc1nnc(SCC(=O)Nc2ccc(F)c(Cl)c2)n1-c1ccccc1	-8.2%	-1.8%	0.3	-7.7%	-9.9%	-2.3%	-1.3%	0.1%	-6.7%
CCc1cccc(CC)c1NC(=O)CCCSc1nc2ccccc2s1	-10.5%	-1.0%	0.1	-0.1%	-23.9%	5.5%	22.4%[57.1 µM]	-0.1%	-1.2%
Cc1cc(SCC(=O)c2ccccc2)nc(SCC(=O)c2ccccc2)n1	-12.1%	?	0.9	-15.4%	-4.4%	-1.0%	6.7%	10.7%	1.5%

Additional records follow.
SMILES	POLK inh	Apoferritin bind	TRHR agonist	APEX1 inh	ALOX12 inh	BLM helicase inh	POLB inh	Pol iota inh	ERG-DNA inh
Cn1nc(C(F)(F)F)c(/C=N/OC(=O)c2ccccc2Cl)c1SCc1ccc(Cl)cc1	-22.2%	-11.0%	/	1.4%	0.0%	-8.3%	?	18.5%	-7.7%
CN(c1ccccc1C(=O)Nc1ccc2c(c1)OCO2)S(C)(=O)=O	-14.8%	2.1%	-1.2	1.1%	-13.0%	-11.4%	15.6%	-11.1%[58.9 µM]	4.0%
O=C(NC1CCCCC1)N1CCN(C2CCCCC2)CC1	-1.9%	-1.8%	0.5	3.3%	0.1%	-1.3%	?	?	7.3%
COc1cccc(NC(=O)CCSc2ccc(C)cc2)c1	-10.8%	-13.7%	-0.2	15.0%	7.0%	-3.7%	38.9%	9.7%	-3.6%
Cc1n[nH]c(=S)n1-c1ccccc1	-1.7%	4.5%	0.2	26.8%	?	1.7%	-2.5%	1.5%	-7.2%
Cc1nc2ccc([N+](=O)[O-])cc2c(=O)n1Cc1cccc(Br)c1	-9.8%	-15.5%	0.6	-39.1%	-19.5%	0.2%	79.4µM*	20.0%	8.7%
Cc1ccc(N2CC(NC(=O)C3CC3)CC2=O)cc1 (stereo not given)	-1.8%	/	-0.3	34.1%	21.0%	/	/	59.5%[activator]	-12.0%
O=C(Nc1cccc(NC(=O)c2ccccc2Cl)c1)c1cccs1	-18.8%	-17.1%	0.0	-2.1%	6.7%	-4.0%	2.7%	116.0%[activator]	4.6%
CC1=NN(C(C#N)c2ccc([N+](=O)[O-])cc2)C(C)(C)C1 (stereo not given)	-8.2%	-5.6%	0.0	-2.2%	0.0%	-2.2%	3.6%	47.3%[activator]	3.3%
COc1ccccc1CNc1ncnc2ccc(-c3ccccc3CN(C)C)cc12	0.6%[60.1 µM]	-11.2%	/	-1.1%	?	4.5%	/	/	/
O=C(Nc1cccc(F)c1)c1ccccc1	-3.0%	-4.4%	1.3	13.1%	-1.5%	-6.6%	7.3%	-5.3%	-7.6%
COc1c(C)cc(NS(=O)(=O)c2ccc3c(c2)OCCO3)cc1C	-6.1%	?	-1.2	/	?	-7.3%	-16.4%	2.6%	-6.1%
Cc1ccc(-c2nnc(SCC(=O)N/N=C/c3ccccc3C(=O)O)n2-c2ccc(Cl)cc2)cc1	-20.3%	-0.7%	-0.3	-0.3%	11.9%	-4.8%	3.4%	-23.3%	-4.6%
CCn1c(=O)c(C(=O)CN2c3ccccc3CC2C)c(N)n(Cc2ccccc2)c1=O (stereo not given)	-3.6%	6.6%	0.3	5.0%	-22.4%	-3.1%	-15.8%	4.8%	-5.8%
COc1ccc(NC(=O)CCn2c(=O)c3cccn3c3cccnc32)cc1Cl	-9.0%	-2.8%	-0.2	/	0.0%	0.5%	-1.0%	24.5%	2.4%
Cn1c(COc2ccccc2C(C)(C)C)nc2ccccc21	-18.7%	0.1%	-0.4	/	5.2%	-1.6%	3.6%	3.5%	-15.4%
CN(C)Cc1nnnn1-c1cccc(-n2nnnc2CN(C)C)c1	6.5%	-13.8%	0.4	0.9%	-9.7%	0.4%	-1.2%	33.8%[activator]	6.4%[15.4 µM]
Cn1cnc2cc(NC(=O)c3cccs3)ccc21	6.8%	-3.6%	-2.3	3.6%	2.9%	-0.8%	19.9%	27.3%	12.1%
CCN1CCN(C(=O)C2CCCN(S(=O)(=O)c3cc(Cl)ccc3Cl)C2)CC1 (stereo not given)	0.4%	-2.8%	-0.3	8.8%	0.0%	-0.1%	12.4%	38.3%[activator]	1.7%
Nc1ccc(S(=O)(=O)Nc2ccc(C(=O)c3ccccc3)cc2)cc1	-7.7%	?	0.5	-0.2%	15.3%	-4.1%	7.0%	18.2%	-5.6%
COc1ccc(N2CCN(C(=O)c3ccc(CNS(=O)(=O)c4cccc(OC)c4)cc3)CC2)cc1	-13.0%	58.5%[activator]	0.8	0.9%	-15.1%	-2.2%	0.0%	25.1%	-5.2%
CCCCCCC(=O)N/N=C/c1ccc(Br)cc1	-22.9%	?	-0.2	-0.8%	11.2%	-5.6%	1.7%	4.7%	0.5%
Cc1ccc(NC(=O)CCSCCc2ccccn2)cc1	-13.3%	-6.1%&1.8%	-1.0&-0.5	?	?	-2.8%&3.4%	0.3%&6.8%	45.0%&5.3%[activator]	-8.5%&-0.8%
Clc1cccc(-c2cc3nc4c(c(N5CCNCC5)n3n2)CCCC4)c1	/	1.3%	0.3	9.5%	/	2.1%	7.5%	/	/
CCc1ccc(CN(Cc2ccco2)C(=O)c2ccc(C)cc2)cc1	1.4%	9.4%	1.7	/	?	-10.0%	24.9%	8.2%	-2.1%
COc1cc(C2c3sc(=O)[nH]c3SC3C4CCC(C4)C23)ccc1O (stereo not given)	-5.2%	?	-1.0	-2.1%	?	-3.6%	18.2%	3.8%	2.4%
COc1cccc(-c2sc3ccccc3c2-c2ccc(OCCN3CCCCC3)cc2)c1	0.1%	/	/	-3.3%	/	/	/	35.8%	3.9%
O=C(NCC(=O)N(Cc1ccco1)C(C(=O)NC1CCCCC1)c1cccnc1)c1ccco1 (stereo not given)	-5.6%	-6.6%	-0.4	?	0.0%	1.9%	-18.6%	8.5%	-1.6%

Screening results as filed in PubChem.
